# Assay outcomes (PubChem BioAssay)
# PAX8 inh HTS = inhibitors of PAX8-driven TPO luciferase reporter, primary screen, RMG-I cells, single concentration; SteadyGlo, 24 h; inhibition, % at 12.6 µM; 360,000 tested, 1.2% active; AID 652154, 2013;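 active = mean replicate inhibition at least 60% with every replicate also reaching 60%; inconclusive = only one of the two criteria is met; inactive = mean below 60% and not all replicates reaching 60%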;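 note: luciferase light reporting Pax8 driven TPO promoter activity; plate controls were median of neutral control wells for no effect and mitoxantrone controls for full effect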
# EWS-Fli inh = EWS/Fli-driven NR0B1 reporter inhibitors, primary screen, A673 cells, NR0B1 luciferase, luminescence, MLPCN library | viability-normalised | inhibition, % at 12.6 µM | 350,000 tested, 0.67% active;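 active = mean inhibition of at least 50% after viability correction, with every replicate also passing that limit; inconclusive = mean reaches 50% but only one of two replicates passes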;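 note: firefly luciferase signal divided by Alamar Blue viability fluorescence both relative to DMSO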
# F508del corr = F508del CFTR correction, initial screen, CFBE line, single point; CFBE cells, YFP halide quenching; stimulated with forskolin plus potentiator P3; % fluorescence drop versus neutral controls; activity (quench increase), % at 7.58 µM; 350,000 tested, 0.36% active;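 active = mean added fluorescence quench of at least 8% versus neutral control, with both replicates also reaching 8%; inconclusive = only one of the mean or replicate conditions met; inactive = mean below 8% and not both replicates reaching 8%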;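 note: cells transiently co-express mutant CFTR-F508del with the halide-sensitive YFP; corrector assay measuring rescue of mutant channel to the surface after 24 h compound exposure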
# GSIS activator = GLuc luminescence reporter in INS-1E cells, primary screen for activators of glucose-dependent secretion of insulin; AID 743287, 2014; activation, % at 16.6 µM; INS-1E GLuc reporter insulin secretion, 2-3 h; 370,000 tested, 0.61% active;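 active = lowest replicate activation of at least 40%, so every replicate reaches that level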;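 note: 0% = median of neutral control wells and 100% = median of IBMX positive control wells; some compounds called inactive have numbers as strong as hits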
# DENV2 CPE rescue = inhibitors of DENV2 cytopathic effect, primary screen, cell-based, plate reader, single concentration; DENV2-infected cells, cytopathic effect rescue; CPE inhibition, % at 9.99 µM; 350,000 tested, 1.7% active; AID 651640, 2012; in the data active = CPE inhibition above about 20%, passing the limit was not always enough; inconclusive = no clear call, values can overlap the other calls; tested in BHK-21 cells;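 note: 0% = median of neutral control wells and 100% = median of positive control wells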
# FN deposition inh = inhibitors of fibronectin matrix deposition, primary screen, AH1F cells, Alexa488-fibronectin fluorescence, plate reader. AH1F fibroblasts, overnight. inhibition, % at 12.6 µM. 350,000 tested, 0.086% active;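 active = mean inhibition across replicates of 30% or more, regardless of how many single replicates reach that level; inconclusive = mean under 30% yet at least half of replicates reach 30%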;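 note: positive control wells lacked labelled fibronectin entirely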
#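 Test system: AH1F fibroblast monolayer depositing Alexa488-labelled fibronectin into matrix. Input: 10000 cells per well. Technique: fluorescence, ex 485 nm, em 525 nm. Buffer or medium: DMEM plus 2% serum, read in PBS. Timing: 1 h cell adhesion before compound, then overnight fibronectin incubation. Compound: single dose, pinned. Read-out basis: inhibition from reduced deposited-fibronectin fluorescence.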
# miR122 inh = miR-122 Renilla sensor signal increase in Huh7, primary screen, miR-122 inhibitor project, cell-based, single point, plate reader; activation (reporter increase), % at 12.5 µM; 340,000 tested, 0.3% active; Huh7 miR-122 Renilla luciferase sensor, 48 h; neutral wells = 0, positive control = 100;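 active = mean replicate activation score at least 90 and every replicate individually at or above 90; inconclusive = only one of the two criteria met; inactive = neither criterion met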;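 note: higher luciferase means less miR-122 activity so hits act as miR-122 inhibitors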
# Numbers without * were called inactive; ? = inconclusive; . = no result given; & = joins results of further samples; ! = not active in a repeat; [ ] = another dose, or the depositor's remark.
SMILES,PAX8 inh HTS,EWS-Fli inh,F508del corr,GSIS activator,DENV2 CPE rescue,FN deposition inh,miR122 inh
COCCNC(=O)C[C@H]1C[C@@H]2c3cc(NS(=O)(=O)c4ccc(F)cc4)ccc3O[C@@H]2[C@H](CO)O1,-2,4,-2.5,3,1,0,0[16.7 µM]
C/C(CC(=O)Nc1ccc(F)cc1)=N\NC(=O)c1ccccn1,-11,-4,-1.4,-20,3,-4,-6
O=C(C1CC1)N1CCN(S(=O)(=O)c2ccc3c(c2)OCCO3)CC1,-1,4,0.0,8,.,3,-1
COc1ccc(CN(C)C(=O)c2cccc(NS(=O)(=O)c3ccccc3)c2)c(OC)c1,11,1,2.9,-12,11,0,69
CN(C)CC(=O)Nc1ccc2c(c1)[C@H]1C[C@H](CC(=O)NCc3ccncc3)O[C@@H](CO)[C@H]1O2,-5,-3,-0.3,3,-6,-6,-4[16.7 µM]
C[C@@H]1CCCCO[C@H](CN(C)C(=O)c2ccccc2)[C@H](C)CN([C@@H](C)CO)C(=O)c2cc(NS(=O)(=O)c3ccc(F)cc3)ccc2O1,22,4,4.0,-32,-5,.,-5[16.7 µM]
COc1ccc(/C=C2/C(=O)OCc3cc(OC)c(OC)cc32)c(OC)c1,9,.,.,90*,.,3,.
CC(=O)N1CCN(C(=O)COC(=O)COc2c(C)cc(C)cc2C)CC1,-2,-7,-1.3,-3,84*,2,0
C/C=C/c1cnc2c(c1)C(=O)N([C@@H](C)CO)C[C@H](C)[C@@H](CN(C)C(=O)C1CCC1)O2,.,-7,-2.0,15,.,-6,7[16.7 µM]
CCc1nc2ccc(C(=O)N3CCN(c4ccccc4)CC3)cn2c1N(C)CCCc1ccccc1,19,6,0.6,.,-7,12,-2
CCc1nnc(NS(=O)(=O)c2ccc(NS(=O)(=O)c3ccccc3[N+](=O)[O-])cc2)s1,-7,3,-1.7,-9,-6,1,-2
O=[N+]([O-])c1ccc(-c2nnc(CNC3CCCC3)o2)cc1,20,-3,-3.3,2,11,2,.
O=C(NCC1OCCCN1S(=O)(=O)c1cc(F)ccc1F)C(=O)NC1CCCCCC1 (stereo not given),-36,-4,2.9,-11,.,4,.
O=c1[nH]c2ccc(NC(=S)NC3CCCCC3)cc2[nH]1,-10,3,1.6,1,11,9,-4
CC1CCN(C(c2nnnn2CCc2ccccc2)C(C)C)CC1 (stereo not given),4,12,-1.0,-22,-2,4,8
Nc1cc(=O)[nH]c(SCc2nnnn2-c2ccc(Cl)cc2)n1,11,7,1.6,-4,-4,7,0
CCc1ccccc1OCc1nc2ccc(S(=O)(=O)N3CCOCC3)cc2[nH]1,9,.,.,.,.,-8,32
COc1cccc(OC)c1C(=O)Nc1cc(C)nn1-c1nc2ccccc2[nH]1,15,59*,0.6,9,-5,-2,.
CCS(=O)(=O)Nc1cc2c3c(c1)CCN3C(=O)CC2,5,-6,1.0,-5,1,3,-4
CCc1ccc(N2C=C(C(=O)OC)C(c3cccc4ccccc34)C(C#N)=C2N)cc1 (stereo not given),-37,-90,2.1,-5,-9,11,.
COc1cc(OC)cc(C(=O)Nc2cccc3cccnc23)c1,7,-10,-3.5,-3,10,5,1
CCOC(=O)CCCCCC(=O)Nc1ccc2c(c1)C(=O)N([C@@H](C)CO)C[C@H](C)[C@H](CN(C)S(=O)(=O)c1ccc(OC)cc1)OCCCC[C@H](C)O2,-8,7&3,1.3&0.0,-23&-26,-7&9,-5,-1
CCOc1ccc2nc(N3CCCC(C(=O)NCCCN4C(C)CCCC4C)C3)sc2c1 (stereo not given),-23,-27,-0.6,-16,-1,8,8
Cc1ccc2c(c1)c1c3n2CCN(C(=O)CN2CCN(C)CC2)C3CCC1 (stereo not given),18,.,.,.,.,8,3
CCOC(=O)C1CCCN(C(=O)COc2ccc(N(C)S(=O)(=O)c3ccc(F)cc3)cc2)C1 (stereo not given),9,-22,-2.3,-12,15,-5,0
CN(C)/C=C(\C=O)c1onc(-c2ccccc2Cl)c1C#N,6,1,1.6,-9,8,1,.
CCC(CC)C(C(=O)NCc1ccccc1)N1CCN(c2cccc(C)c2C)CC1 (stereo not given),-17,-4,4.6,3,1,0,.
C=CCn1c(C)nnc1SCC(=O)Nc1nccs1,12,.,-3.9,8,?,-1,3
Cc1ccccc1NC(=O)COc1coc(CN2CCCc3ccccc32)cc1=O,-3,1,-1.9,5,-3,-8,.
CCC(=O)N[C@@H]1CC[C@H](CCn2cc(CN(C)C)nn2)O[C@H]1CO,-6,6,-3.7,10,-3,-2,.
CC(=O)Nc1cccc(-c2csc(C(NC(C)=O)c3ccc(F)c(F)c3)n2)c1 (stereo not given),-6,2,0.7,-10,?,4,-1
Cc1ccccc1OCc1occc1C(=O)Nc1cccc(-n2cnnn2)c1,44,.,0.4,-17,-8,15,16
CC(C)(C)c1ccc(C(=O)O)c(C(=O)c2ccccc2)c1,-19,-40,4.9,-2,1,.,.
CC=Cc1ccc2n(c1=O)C[C@H]1[C@H](CO)[C@@H](C(=O)N3CCc4ccccc4C3)[C@@H]2N1Cc1cocn1 (mixture of isomers),9,2,0.0,-5,6,-2,0[16.7 µM]
COc1ccc2c3n([n+]([O-])c2c1)CCN=C3c1cc(Cl)c(N)c(Cl)c1,13,-18,3.0,14,.,-7,.
N#CCSc1nc2ccccc2c(=O)n1CCC(=O)NC1CCCCC1,-14,.,.,.,.,-3,5
O=C(NCCCCc1ccccc1)c1cccc([N+](=O)[O-])c1,-14,-12,-3.1,-44,-1,-5,.
O=C(OC1CC2CC1[C@H]1CCCCN1C2=O)N1CCC(c2ccccc2)CC1 (stereo not given in full),13,14,1.9,19,?,14,.
CCN(CC)CCn1c(/N=C/c2cc(Br)ccc2O)nc2ccccc21,9,.,.,-2,.,-8,0
O=C(CC(NC(=O)C(F)(F)F)c1ccccc1)Nc1nnc(CCc2ccccc2)s1 (stereo not given),5,-4,-1.7,-12,7,13,.

# Some of the entries so far, field by field:
CCN(CC)CCn1c(/N=C/c2cc(Br)ccc2O)nc2ccccc21
  PAX8 inh HTS = 9
  EWS-Fli inh = .
  F508del corr = .
  GSIS activator = -2
  DENV2 CPE rescue = .
  FN deposition inh = -8
  miR122 inh = 0

O=C(CC(NC(=O)C(F)(F)F)c1ccccc1)Nc1nnc(CCc2ccccc2)s1 (stereo not given)
  PAX8 inh HTS = 5
  EWS-Fli inh = -4
  F508del corr = -1.7
  GSIS activator = -12
  DENV2 CPE rescue = 7
  FN deposition inh = 13
  miR122 inh = .

# Continued:
SMILES,PAX8 inh HTS,EWS-Fli inh,F508del corr,GSIS activator,DENV2 CPE rescue,FN deposition inh,miR122 inh
CC1CCC(NC(=O)CCNS(=O)(=O)c2ccc3c(c2)CCC(=O)N3)CC1 (stereo not given),6,.,1.4,25,9,2,-6
Cc1cc(C)c(C(=O)C[n+]2cccc(C(N)=O)c2)c(C)c1,-1,0,-0.2,-3,-2,5,-2
CCCOc1ccc(S(=O)(=O)NNC(=O)c2cc3ccccc3o2)cc1,11,-2,-1.1,-26,6,.,1
C[C@H](CO)N1C[C@H](C)[C@H](CN(C)CC2CC2)Oc2cc(C#Cc3cccnc3)ccc2S1(=O)=O,.,6,0.2,-12,.,.,-7[16.7 µM]
COc1ccccc1C(=O)OCn1nnc2ccccc2c1=O,-1,5,-3.0,.,12,-1,-5
CC1CCC(NC(=O)C2CCN(c3nc4ccccc4s3)CC2)CC1 (stereo not given),-3,32,-1.4,-1,0,5,-6
Cc1cccc(C)c1NC(=O)CS(=O)CC(=O)NC1CCCc2ccccc21 (stereo not given),8,.,.,.,.,1,-6
COc1ccc(S(=O)(=O)Nc2ccc3c(c2)C(=O)N([C@H](C)CO)C[C@H](C)[C@H](CN(C)S(=O)(=O)c2ccc(OC)cc2)OCCCC[C@H](C)O3)cc1,50,12,2.2,-16,-3,1,-8[16.7 µM]
CCO[C@H]1OC(C(=O)NC2CC2)=C[C@@H](c2ccc(C(F)(F)F)cc2)[C@@H]1CCCO,8&-9,-9&-12,-0.3&-0.8,-42,25*!,0,0
Cc1ccc(S(=O)(=O)N2CC[C@@H]3[C@H](CO)Nc4ccc(-c5ccc(C#N)cc5)cc4[C@@H]32)cc1,18,-4,-1.5,-31,-12,7,-4[16.7 µM]
O=C(NCc1ccncc1)c1ccc2nc(Cc3ccccc3F)oc2c1,8,5,-1.5,-14,-6,1,.
Cc1ccc(S(=O)(=O)N2CCCC(C(=O)NCc3ccccc3F)C2)cc1 (stereo not given),0,4,-1.1,12,-4,6,.

# Entries from the list above containing an aryl methoxy group, in the order listed:
SMILES,PAX8 inh HTS,EWS-Fli inh,F508del corr,GSIS activator,DENV2 CPE rescue,FN deposition inh,miR122 inh
COc1ccc(CN(C)C(=O)c2cccc(NS(=O)(=O)c3ccccc3)c2)c(OC)c1,11,1,2.9,-12,11,0,69
COc1ccc(/C=C2/C(=O)OCc3cc(OC)c(OC)cc32)c(OC)c1,9,.,.,90*,.,3,.
COc1cccc(OC)c1C(=O)Nc1cc(C)nn1-c1nc2ccccc2[nH]1,15,59*,0.6,9,-5,-2,.
COc1cc(OC)cc(C(=O)Nc2cccc3cccnc23)c1,7,-10,-3.5,-3,10,5,1
CCOC(=O)CCCCCC(=O)Nc1ccc2c(c1)C(=O)N([C@@H](C)CO)C[C@H](C)[C@H](CN(C)S(=O)(=O)c1ccc(OC)cc1)OCCCC[C@H](C)O2,-8,7&3,1.3&0.0,-23&-26,-7&9,-5,-1
COc1ccc2c3n([n+]([O-])c2c1)CCN=C3c1cc(Cl)c(N)c(Cl)c1,13,-18,3.0,14,.,-7,.
COc1ccccc1C(=O)OCn1nnc2ccccc2c1=O,-1,5,-3.0,.,12,-1,-5
COc1ccc(S(=O)(=O)Nc2ccc3c(c2)C(=O)N([C@H](C)CO)C[C@H](C)[C@H](CN(C)S(=O)(=O)c2ccc(OC)cc2)OCCCC[C@H](C)O3)cc1,50,12,2.2,-16,-3,1,-8[16.7 µM]
